# M1AAP inhibition: malaria alanyl aminopeptidase activity blockers – biochemical, fluorogenic H-Leu-NHMec substrate, 1536-well (AID 1445); 220,000 compounds, 0.42% hits; inhibition, % at 30 µM; hits with a dose series show IC50 in µM; recombinant M1AAP, H-Leu-NHMec fluorogenic kinetic assay; higher % means a stronger effect;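 active = primary inhibition above the hit cutoff, then over 50% inhibition at one or more dose response concentrations, cut at about 23% in these data, passing the limit was not always enough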;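 also: plate controls were DMSO full reaction for no effect and no enzyme background for full effect; strong numbers were not always called active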
# Hep lipid drop: modulators of hepatic lipid droplet formation | 240,000 compounds, 0.4% hits | AML12 mouse hepatocytes, oleate lipid droplets, BODIPY imaging | inhibition, % at 6.5 µM;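 active = lipid droplet intensity inhibited by at least 50%, with more than 500 cells counted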
#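 material = mouse AML12 hepatocyte cell line, fixed after treatment | also added = 100 µM oleic acid challenge | doses = compound at 6.5 µM only | schedule = overnight exposure | technique = Image-based BODIPY and DAPI two-channel analysis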
# LYP phosphatase: inhibitors of LYP phosphatase, biochemical, fluorescence intensity, uHTS (AID 1779). recombinant LYP phosphatase, fluorescence intensity; higher % means a stronger effect. inhibition, % at 11.5 µM, or IC50 in µM where a hit was titrated. 290,000 compounds, 0.054% hits;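 also: plate controls were vehicle with enzyme for no effect and no enzyme for full effect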
# ER stress rescue: rescue of cells from ER stress-induced death, primary screen, 384-well, CSM14.1, thapsigargin, ATP luminescence (AID 1222); CSM14.1 thapsigargin-induced death rescue, ATP luminescence; higher % means a stronger effect; 190,000 tested, under 10 active; one-dose cellular ATP content (survival), % at 20 µM; EC50 in µM for titrated hits;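 active = EC50 below 50 µM in the dose-response confirmation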;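 also: death triggered by thapsigargin at about 15 µM added after 2 h compound pretreatment; cell ATP read after overnight thapsigargin exposure of roughly 18 to 22 hours; normalized against plate controls of thapsigargin alone and 5% DMSO vehicle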
# SIAH1 antagonists: Siah-1 peptide-binding antagonists, primary screen, biochemical, fluorescence polarization, rhodamine-plectin, uHTS (AID 1817); Siah-1 / rhodamine-plectin peptide fluorescence polarization; higher % means a stronger effect; 290,000 compounds, 0.02% hits; displacement, % at 20 µM; hits with a dose series show IC50 in µM;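 active = displacement of at least 50% at 20 µM, with a fluorescence ratio check between 0.3 and a set limit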;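 also: plate controls were Siah plus tracer with DMSO for no effect and tracer alone without Siah for full effect; strong numbers were not always called active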
# NOD2 inhibition: NOD2 signaling inhibitors, cell-based, luminescence, uHTS, HEK293 (AID 1566). 290,000 compounds, 0.63% hits. one-dose inhibition, % at 4 µM; EC50 in µM for titrated hits. HEK293 NOD2/NF-kB luciferase reporter, luminescence; higher % means a stronger effect; also: many of its hits are not listed in these tables
# AID2073: inhibitors of Mint1-CaV2.2 protein interaction, biochemical, HTRF (AID 2073); HTRF protein-protein interaction, Mint1-CaV2.2; higher % means a stronger effect; inhibition, % at 20 µM, or IC50 in µM where a hit was titrated; 290,000 compounds, 0.19% hits; in the data active = inhibition mostly above about 51%, no sharp cut-off; also: some results filed as inactive read as strong as hits
# XIAP displacement: small molecules displacing peptide from XIAP – biochemical, IAP family, fluorescence polarization (AID 1018). XIAP BIR domain, fluorescence polarization peptide displacement; higher % means a stronger effect. displacement, % at 20 µM, or IC50 in µM where a hit was titrated. 200,000 compounds, 0.007% hits; in the data active = displacement above about 50%; also: a part of the inactive calls stands beside numbers as strong as those of hits
# M17LAP inhibition: P. falciparum M17LAP inhibitors, primary screen, biochemical, fluorogenic H-Leu-NHMec substrate, 1536-well (AID 1619); recombinant M17LAP, H-Leu-NHMec fluorogenic kinetic assay; higher % means a stronger effect; one-dose inhibition, % at 30 µM; IC50 in µM for titrated hits; 220,000 compounds, 0.38% hits;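 active = compound inhibiting the enzyme by more than half at any dose during confirmatory dose-response retesting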;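 also: plate controls were full reaction with DMSO carrier for no effect and no enzyme background for full effect; strong numbers were not always called active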
# Hep lipid drop cells 6.5 µM: recorded beside Hep lipid drop, whose call it bears; cell count; measured here: cell count, cytotoxicity flag;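 cells counted across two imaged fields per well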
# * marks the source's active call; other numbers are inactive results; i = inactive; . = not tested or not shown. Rule as the data show it, unless noted: active = inhibition above about 50%; inactive = the rest.
SMILES,M1AAP inhibition,Hep lipid drop,Hep lipid drop cells 6.5 µM,LYP phosphatase,ER stress rescue,SIAH1 antagonists,NOD2 inhibition,AID2073,XIAP displacement,M17LAP inhibition
O=C1C2C(C(=O)N1c1nccs1)C1C=CC2C12CC2 (stereo not drawn),11.6%,-23.8,710,3.7%,-0.1%,-2.4%,13.7%,-7.3%,-1.5%,14.7%
CN(C(=O)CSc1nnc(Cc2ccccc2F)n1N)C1CCS(=O)(=O)C1 (stereo not drawn),-9.5%,-2.3,747,-7.1%,1.5%,-1.2%,12.8%,0.9%,-3.2%,-6.2%
CC(C)[C@H](NC(=O)[C@@H]1CSC2c3ccccc3C(=O)N21)C(=O)N1CCCCC1 (stereo partly drawn),.,0.7,643,-10.5%,.,4.8%,-3.8%,-2.9%,.,.
CCC(C)[C@H](NC(=O)N1CCn2c1nc1ccccc12)C(=O)NCCc1ccc(OC)c(OC)c1 (stereo partly drawn),.,-2.0,719,-8.3%,.,i,9.5%,2.7%,.,.
COc1ccc(NC(=O)CCC(=O)NCCO)cc1,-2.8%,2.1,700,-5.3%,-0.5%,14.4%,24.7%,-1.0%,-6.6%,-2.8%
CCOc1cc(-c2cc(-c3ccc(C)o3)nc(N)c2C#N)ccc1O,10.7%,-30.1,700,-2.8%,-3.6%,1.2%,8.7%,-9.2%,1.9%,8.3%
Cc1ccc(CN2C(=O)CCC2C(=O)NCCN2CCOCC2)cc1 (stereo not drawn),-4.3%,.,.,-10.8%,-0.1%,-3.0%,12.0%,4.2%,-5.0%,-2.5%
COc1ccc(C2C(C(C)=O)=C(O)C(=O)N2c2nccs2)cc1 (stereo not drawn),4.5%,13.1,742,-2.5%,-1.9%,2.8%,4.7%,-17.3%,-1.6%,29.9%
Cc1ncoc1C(=O)N1CCCC(C(=O)c2ccc3c4c(cccc24)CC3)C1 (stereo not drawn),6.3%,1.7,758,-3.6%,7.3%,14.1%,5.3%,8.3%,2.1%,8.2%
Cc1ccccc1NC(=O)c1ccccc1NC(=O)Cc1cccc2ccccc12,-0.8%,-0.1,636,-7.0%,-3.0%,-2.2%,-0.7%,1.1%,-0.1%,4.2%
COc1cc(NC(=O)COc2ccc(F)cc2)nc(OC)n1,5.7%,.,.,-5.3%,-1.4%,3.2%,4.6%,-1.1%,0.0%,1.7%
Cc1nnc(SCC(=O)Nc2cc(C(C)(C)C)nn2-c2ccccc2)s1,6.4%,-11.9,660,-3.7%,0.2%,15.9%,7.7%,3.7%,-0.9%,8.9%
CNC(=O)NNC(=O)c1onc(-c2c(Cl)cccc2Cl)c1C(=O)OC,-2.0%,28.8,741,-5.6%,.,-0.9%,11.3%,-3.8%,.,4.8%
COc1ccc(CCNC(=O)CC2Nc3ccccc3NC2=O)cc1 (stereo not drawn),4.8%,.,.,1.6%,-1.6%,-7.7%,-1.3%,7.8%,-9.2%,3.7%
Cc1cc(Nc2ccc(Br)c(C)c2)n2nc(C)nc2n1,3.4%,6.5,556,0.4%,.,1.2%,18.4%,8.7%,-1.7%,-0.6%
COCCn1nnnc1CN1CCC(NC(=O)c2ccc(Br)cc2)CC1,7.3%,26.9,772,-3.8%,3.3%,2.7%,18.7%,13.3%,-6.1%,-0.2%
COCCn1cnnc1SCC(=O)Nc1cccc(S(=O)(=O)N2CCCCCC2)c1,9.4%,2.5,612,0.0%,-4.0%,0.6%,7.9%,10.4%,-10.7%,4.5%
CN(C)C(=O)c1cc(C(=O)c2ccc(F)cc2C(F)(F)F)c[nH]1,.,-14.3,848,1.8%,.,0.7%,21.2%,5.1%,.,.
CCOc1ccc(N(CC(=O)Nc2cccc(Cl)c2)S(=O)(=O)c2c(C)noc2C)cc1,-9.3%,.,.,3.7%,2.3%,3.7%,20.4%,-2.3%,-1.9%,-1.4%
Oc1ccccc1CNCCCN1CCOCC1,.,8.9,829,-7.8%,.,11.6%,1.3%,3.0%,.,.
Cc1ccc(CSCCNS(=O)(=O)c2ccccc2)cc1,2.9%,-2.5,589,-1.7%,-1.7%,1.8%,10.3%,-4.2%,-5.5%,4.2%
COc1ccc(-n2nc(C(=O)Nc3ccc4c(c3)OCO4)c3ccccc3c2=O)cc1,9.3%,-0.1,784,10.0%,0.5%,3.1%,11.1%,11.4%,1.2%,4.9%
CC(=O)c1cccc(NC(=O)CC2S/C(=N/N=C3CCCCCC3)NC2=O)c1 (stereo not drawn),.,-3.9,773,-13.1%,.,-0.7%,11.4%,-1.6%,.,.
O=C(c1ccccc1F)N1CCN(c2ccc([N+](=O)[O-])c3cccnc23)CC1,13.0%,-1.4,661,2.9%,8.0%,1.2%,-7.2%,-3.2%,-5.6%,36.6%
CCCCNC(=S)N1CCC(Cc2ccccc2)CC1,.,-6.3,767,-3.5%,.,-5.5%,-15.0%,1.1%,.,.

# The list goes on (three carried over from the part before).
SMILES,M1AAP inhibition,Hep lipid drop,Hep lipid drop cells 6.5 µM,LYP phosphatase,ER stress rescue,SIAH1 antagonists,NOD2 inhibition,AID2073,XIAP displacement,M17LAP inhibition
CC(=O)c1cccc(NC(=O)CC2S/C(=N/N=C3CCCCCC3)NC2=O)c1 (stereo not drawn),.,-3.9,773,-13.1%,.,-0.7%,11.4%,-1.6%,.,.
O=C(c1ccccc1F)N1CCN(c2ccc([N+](=O)[O-])c3cccnc23)CC1,13.0%,-1.4,661,2.9%,8.0%,1.2%,-7.2%,-3.2%,-5.6%,36.6%
CCCCNC(=S)N1CCC(Cc2ccccc2)CC1,.,-6.3,767,-3.5%,.,-5.5%,-15.0%,1.1%,.,.
CCN(CC)CCn1cnc2c1c(=O)[nH]c(=O)n2Cc1ccccc1,.,9.9,834,-1.2%,.,4.2%,-6.0%,-11.4%,.,.
Cc1ccc(N(C(=O)Cc2cccs2)C(C(=O)NCC2CCCO2)c2ccncc2)cc1 (stereo not drawn),-1.3%,-13.6,657,-3.7%,-1.0%,1.3%,7.6%,7.3%,1.5%,-3.4%
O=C(O)c1ccc(-c2nc(-c3ccccc3)c(-c3cccs3)[nH]2)cc1,11.5%,-37.7,605,-8.6%,.,-4.0%,6.9%,39.4%,.,-129.8%
COC(=O)c1ccc2c(=O)n(CCCCCC(=O)NC(C)C)c(=O)[nH]c2c1,-1.6%,-23.4,697,-6.4%,0.1%,0.5%,16.1%,19.3%,-5.6%,-6.3%
COc1ccc(C)cc1S(=O)(=O)N1CCC(C(=O)NC2CCCC2)CC1,.,2.3,702,-9.2%,.,0.5%,-3.4%,0.0%,.,.
COc1ccc(-n2ncc3c(=O)n(Cc4c(F)cccc4Cl)cnc32)cc1,.,3.9,705,0.8%,2.2%,-2.1%,-44.9%,37.8%,-4.2%,.
COc1cccc(CNC(=O)CN2CCC(c3nc4ccc(C)cc4[nH]3)CC2)c1,5.9%,-1.0,727,-1.7%,2.3%,3.4%,16.3%,5.1%,-4.6%,26.0%
CCCCCC(=O)NC(=S)Nc1ccc(Br)cc1C,-2.3%,-7.9,624,-0.6%,0.0%,3.8%,-13.5%,2.4%,-3.1%,-3.4%
CC1=NN(c2ccc([N+](=O)[O-])cc2)C(=O)/C1=C\N(C)C,2.2%,-4.0,585,-4.5%,-3.1%,-1.8%,-40.6%,4.4%,-5.2%,27.7%
CCN(C(=O)CN1CCN(c2ccccc2OC)CC1)c1c(N)n(Cc2ccccc2)c(=O)[nH]c1=O,2.9%,-22.5,612,-2.0%,.,-1.8%,2.3%,18.6%,-2.4%,-7.3%
Cc1nc2ccccc2nc(C)c1=NOCc1ccc(Cl)cc1Cl,-1.9%,-14.0,663,-0.5%,-1.1%,9.6%,-4.4%,11.3%,-6.5%,1.9%
COc1ccc(NC(=O)C(CC(C)C)NC(=O)c2ccccc2C)cn1 (stereo not drawn),-10.2%,.,.,-6.6%,0.3%,2.1%,5.2%,-8.9%,-4.0%,-10.0%
CC(C)(C)NC(=O)C(c1ccccc1)N(Cc1ccco1)C(=O)c1csnn1 (stereo not drawn),7.8%,.,.,-10.0%,12.5%,1.8%,9.8%,-12.2%,-9.3%,9.7%
COc1ccc(C(=O)Nc2nnc(C(F)(F)F)s2)cc1,7.3%,.,.,-13.3%,-3.8%,0.2%,-56.4%,26.9%,0.8%,4.3%
CSc1cccc(NC(=O)CCCOc2ccc(Cl)cc2Cl)c1,5.9%,5.4,759,-0.5%,-0.5%,6.0%,2.4%,-0.9%,-3.6%,8.6%
Oc1ccc(-n2cccc2/C=N/n2cnnc2)cc1,11.5%,-0.5,730,1.1%,-0.7%,6.7%,17.7%,16.7%,-3.0%,1.0%
O=C(CNC1CCCCCC1)Nc1ccccc1N1CCCCC1,8.6%,.,.,2.7%,-0.4%,4.6%,-17.6%,-7.6%,-4.1%,-0.4%
CCOC(=O)Cn1cnc2c(nnn2-c2cccc(OC)c2)c1=O,.,29.9,829,-3.3%,.,2.5%,16.6%,10.3%,.,.
CC1CC(C)(C)NC(=S)N1CCC(=O)Nc1ccc2c(c1)OCCO2 (stereo not drawn),2.3%,19.5,678,-3.9%,0.9%,6.2%,1.3%,4.1%,-4.2%,5.5%
CC1(C)CC(c2csc(N)n2)CCO1 (stereo not drawn),-3.3%,.,.,-1.7%,-0.5%,0.7%,-5.6%,-5.3%,-6.6%,-7.1%
COc1ccc(C)cc1NC(=O)NCCCCc1ccccc1,.,-4.8,797,-2.3%,.,-4.1%,1.9%,8.8%,.,.
CCOC(=O)N1CCN(C(=O)c2cc(COc3ccc(Cl)cc3OC)on2)CC1,.,-29.6,633,5.4%,.,1.6%,4.8%,-0.3%,.,.
CC(=O)Nc1ccc(S(=O)(=O)N(Cc2ccccc2)C(C)C)cc1,15.3%,.,.,-3.5%,-0.7%,-1.4%,10.5%,27.9%,-2.1%,-4.1%
COc1cccc(Nc2c(F)c(OC)c(F)c(F)c2C(=O)O)c1,3.8%,.,.,-5.6%,1.0%,1.5%,8.5%,2.7%,0.3%,-142.6%
CCN(CC)c1ccc(/C=N/N2CCN(Cc3ccccc3)CC2)c(O)c1,9.2%,-6.2,545,6.2%,-1.2%,3.8%,8.4%,-8.8%,-9.1%,4.4%
N#Cc1ccc(CSc2ccccn2)c(Cl)c1,.,-1.1,856,-4.2%,.,5.0%,-7.4%,7.0%,.,.

# Single records (already shown). Values in the order: M1AAP inhibition, Hep lipid drop, Hep lipid drop cells 6.5 µM, LYP phosphatase, ER stress rescue, SIAH1 antagonists, NOD2 inhibition, AID2073, XIAP displacement, M17LAP inhibition
# Entry for COC(=O)c1ccc2c(=O)n(CCCCCC(=O)NC(C)C)c(=O)[nH]c2c1 : -1.6%, -23.4, 697, -6.4%, 0.1%, 0.5%, 16.1%, 19.3%, -5.6%, -6.3%
# Entry for CC1CC(C)(C)NC(=S)N1CCC(=O)Nc1ccc2c(c1)OCCO2 (stereo not drawn) : 2.3%, 19.5, 678, -3.9%, 0.9%, 6.2%, 1.3%, 4.1%, -4.2%, 5.5%

# Screening data deposited in PubChem by several laboratories.

# The list is partial. The share of hits here may be higher or lower than overall.
